H1N1 NS1A inhibition: NS1A inhibition, H1N1 influenza, cell based functional assay (AID 504329) | NS1A functional cell-based assay, percent inhibition; higher % means a stronger effect | inhibition, % at 12.5 µM; hits with a dose series show IC50 in µM | 340,000 tested, 0.3% active; in the data active = a potency from the dose series; inconclusive = inhibition above about 27% without an active follow-up result; also: strong numbers were not always called active
PhoP GFP inhibition: Inhibition of PhoP regulon, Salmonella typhi GFP reporter cells, confirmation, 4 h (AID 1850). Salmonella Typhi PhoP-promoter GFP reporter, fluorescence, 4 h; higher % means a stronger effect. inhibition, % at 50 µM, or IC50 in µM where a hit was titrated. 310,000 tested, 0.33% active; in the data active = a potency from the dose series; inconclusive = inhibition mostly from about 25% at the one dose, without a potency; inactive = the rest, 99 in 100 with inhibition below about 19%;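 also: 0% = induced wells with vehicle and 100% = uninduced wells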
H37Rv inhibition: M. tuberculosis growth inhibition, HTS (AID 449762); M. tuberculosis H37Rv growth inhibition, 7H9 media; higher % means a stronger effect; one-dose inhibition, % at 25 µM; IC50 in µM for titrated hits; 330,000 tested, 0.59% active; in the data active = a potency from the dose series; inconclusive = inhibition above about 70% without an active follow-up result;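 also: bacterial growth assessed after seven days of incubation; strong numbers were not always called active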
tuberculosis growth: growth inhibition of non-replicating M. tuberculosis (AID 488890); Mycobacterium tuberculosis non-replicating, growth inhibition; higher % means a stronger effect; 320,000 tested, 0.39% active; inhibition, % at 25 µM, or IC50 in µM where a hit was titrated; in the data active = a potency from the dose series; inconclusive = inhibition mostly from about 82% at the one dose, without a potency; inactive = the rest, 99 in 100 with inhibition below about 76%;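 also: plate controls were DMSO cells for no effect and high antibiotic wells for full effect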
inhibitors of VEEV: inhibitors of VEEV TC-83 cytopathic effect, confirmation, Vero cells (AID 588727); Vero cells, VEEV TC-83 cytopathic effect inhibition; higher % means a stronger effect; 350,000 tested, 0.13% active; one-dose inhibition, % at 20 µM; IC50 in µM for titrated hits; in the data active = a potency from the dose series; inconclusive = inhibition mostly from about 14% at the one dose, without a potency; inactive = the rest, 99 in 100 with inhibition below about 12%; also: strong numbers were not always called active
The depositor's hits bear a star; i = inactive; ? = inconclusive; nt = no result given; & = joins results of further samples.

Values run as follows: inhibitors of VEEV, H37Rv inhibition, H1N1 NS1A inhibition, PhoP GFP inhibition, tuberculosis growth
CCC(CC)C(=O)NCCc1cc2c(OC)ccc(OC)c2[nH]c1=O
    i, -9%, 1%, 9%, 3%
NC(=S)N/N=C/c1coc2ccc(Br)cc2c1=O
    4.5%, -7%, 0%, -19%, 9%
C/C(=N\NC(=O)c1ccncc1)c1cccc(NC(=O)c2ccc(Cl)s2)c1
    5.0%, ?, -7%, -2%, ?
CCCCc1nc2sc3c(SCC(=O)NCc4ccco4)ncnc3c2c2c1CCC2
    i, 0%, -2%, -1%, -7%
Cc1ccc2nc(N3CCN(Cc4ccc(F)cc4)C3=O)c(C)cc2c1
    i, -6%, 4%, 3%, 23%
CC(CCC(C)C(C)(C)C)[C@@H]1CC[C@H]2C3C[C@H](OS(O)(=S)=S)[C@H]4C[C@H](OS(O)(=S)=S)[C@@H](OS(O)(=S)=S)C[C@]4(C)[C@H]3CC[C@]12C (stereo partly specified) (tested in a mixture with another compound)
    1.2%, 2%&3%, 6%, nt, 9%&24%
CCCc1ccc(S(=O)(=O)N(C)S(=O)(=O)c2ccc(F)cc2)cc1
    1.4%, 10%, 5%, 9%, 25%
O=C(N/N=C/c1cc2ccccc2[nH]1)c1ccccc1Cl
    0.7%, -7%, 3%, 13%, 3%
COc1cc(/C=C2\SC(=Nc3ccc(N4CCOCC4)cc3)N(C)C2=O)ccc1OC(C)C(=O)O (stereo unspecified)
    1.0%, 5%, 4%, 1%, 1%
COc1ccc(NC(=O)CO/N=C2/CCCc3nonc32)c(OC)c1
    1.4%, -1%, 9%, 0%, 101%
Cc1ccccc1Nc1nc(N)nc(CSc2nnnn2-c2ccccc2)n1
    1.2%, 18%, -9%, -2%, 24%
COc1ccccc1/C=C(/C(=O)NCCCn1ccnc1)c1ccccc1
    i, 1%, -7%, 1%, 19%
COCCCNC(=O)c1ccc2c(=O)n(Cc3ccc(OC)cc3)c(=O)[nH]c2c1
    5.2%, -11%, 20%, 2%, -3%
COc1ccccc1C(=O)NC(=O)COC(=O)CNC(=O)c1ccc(Cl)c([N+](=O)[O-])c1
    1.4%, -4%, -11%, 2%, 8%
Nc1ccc2c(c1)C/C(=C/c1ccco1)C2=O
    1.5%, 3%, -5%, -19%, -3%
CC[n+]1c(/C=C2\Sc3ccccc3N2C)ccc2cccc(C)c21
    i, nt, 25%, nt, nt
CCOC(=O)c1cnc(=O)[nH]c1C
    nt, -7%, nt, -1%, -5%
COc1ccccc1CNC(=O)CN1C(=O)NC(C)(c2ccc(C)cc2)C1=O (stereo unspecified)
    i, 0%, 2%, -2%, -8%
Cc1ccc(NC(=O)CSc2ccc(-c3cccnc3)nn2)c(C)c1
    1.9%, -8%, 4%, 0%, 48%
Cc1ccc(S(=O)(=O)c2nc(S(C)(=O)=O)sc2N2CCC3(CC2)OCCO3)cc1
    4.6%, -3%, -7%, 0%, 12%

5 entries from above, in CSV form.
SMILES,inhibitors of VEEV,H37Rv inhibition,H1N1 NS1A inhibition,PhoP GFP inhibition,tuberculosis growth
Nc1ccc2c(c1)C/C(=C/c1ccco1)C2=O,1.5%,3%,-5%,-19%,-3%
CC[n+]1c(/C=C2\Sc3ccccc3N2C)ccc2cccc(C)c21,i,nt,25%,nt,nt
CCOC(=O)c1cnc(=O)[nH]c1C,nt,-7%,nt,-1%,-5%
COc1ccccc1CNC(=O)CN1C(=O)NC(C)(c2ccc(C)cc2)C1=O (stereo unspecified),i,0%,2%,-2%,-8%
Cc1ccc(NC(=O)CSc2ccc(-c3cccnc3)nn2)c(C)c1,1.9%,-8%,4%,0%,48%

(further entries)
Values run as follows: inhibitors of VEEV, H37Rv inhibition, H1N1 NS1A inhibition, PhoP GFP inhibition, tuberculosis growth
C/C(=N\NC(=O)c1ccc(CN2CCOCC2)cc1)c1ccc(NC(=O)c2ccccc2)cc1
    i, -4%, -11%, 8%, -6%
COCCNC(=O)c1ccc2c3n(nc2c1)-c1ccc(Cl)cc1CO3
    9.6%, 1%, -9%, -8%, 6%
COC(=O)c1[nH]c2ccccc2c1NC(=O)CN1CCN(C(=O)c2ccco2)CC1
    9.3%, 2%, -22%, -5%, 3%
CCOc1ccc(NC(=O)C(=O)NCCCn2ccnc2)cc1
    i, 3%, -2%, 19%, 7%
O=S(=O)(Nc1ccc(N2CCOCC2)cc1)c1c(F)cc(F)cc1Br
    1.1%, -2%, 8%, 17%, 14%
CCc1ccccc1NC(=O)C1CCCN(c2ncccn2)C1 (stereo unspecified)
    1.4%, -9%, 0%, -2%, -12%
CN1C(=O)C(CC(=O)Nc2ccc(F)cc2)N(NC(=O)c2cccc(F)c2)C1=S (stereo unspecified)
    1.3%, 11%, -19%, -13%, -2%
COc1ccc(NC(C)C(=O)Nc2ccc(C(C)(C)C)cc2)cc1Cl (stereo unspecified)
    3.0%, 86µM*, 30%, -4%, 30%
O=C(COC(=O)Cc1cccc(C(F)(F)F)c1)NC1CC1
    i, 0%, 0%, -2%, 21%
CCOC(=O)N1CCN(c2ncnc3c2[nH]c2ccc(F)cc23)CC1
    9.9%, 5%, -1%, -1%, 34%
CSc1nnc(-c2sc(-c3ccccc3)nc2C)n1C
    5.4%, 0%, -2%, -3%, 3%
O=C(NCCC1=CCCCC1)C1CCN(S(=O)(=O)N2CCCC2)CC1
    i, 6%, -6%, -28%, 14%
OCC1OC(n2cnc3c(SCc4ccccc4)ncnc32)C(O)C1O (stereo unspecified)
    2.9%, nt, -15%, nt, nt
C/C(CCC(=O)OC[C@H]1O[C@H](C#Cc2ccccc2)C=C[C@@H]1Oc1ccc(C)cc1)=N\OC[C@@H](O)[C@H]1O[C@@H]2OC(C)(C)O[C@@H]2[C@H]1O
    nt, 1%, nt, -1%, 50%
COc1cc(/C=C2\SC(=S)N(NC(=O)c3cccc(O)c3)C2=O)ccc1O
    1.4%, 9%, 8%, 0%, -4%
CCOc1ccc(/C(=N\O)C(C)NO)cc1 (stereo unspecified)
    0.5%, 8%, 0%, 0%, 8%
C=CCn1c(Cc2c[nH]c3ccccc23)nnc1SCC(=O)NCc1ccccc1
    i, -13%, 8%, 7%, 7%
CCNC(=O)Cn1cc(C#N)c2ccccc21
    0.1%, 0%, -5%, -4%, 2%
CCC1(c2ccc(F)cc2)NC(=O)N(CC(=O)NCc2ccc(C)cc2)C1=O (stereo unspecified)
    0.5%, 5%, -5%, -7%, 6%
CCOC(=O)C1=C(C)Nc2nc3ccccc3n2C1c1ccc(O)cc1 (stereo unspecified)
    10%, -1%, -13%, 1%, 6%
COC(=O)C[C@H](NC(=O)Cn1cnc(C(=O)Nc2ccc(C)c(C)c2)n1)C(=O)OC
    0.4%, nt, -4%, nt, nt
Cc1ccc(C)c(S(=O)(=O)N2CCN(C(=O)[C@@H]3CCCN3C(=O)c3cccs3)CC2)c1
    3.5%, -5%, -1%, nt, 4%
C/C(=N\NS(=O)(=O)c1ccc([N+](=O)[O-])cc1)c1cccs1
    0.5%, 14%, -9%, -5%, 45%
CCN(CC)c1nc(-c2ccccc2)nc2ccccc12
    4.2%, 22%, -22%, -4%, 57%
Cc1cccc(C(=O)NCC(=O)NC2CCN(Cc3ccccc3)CC2)c1
    i, -11%, -4%, -5%, -15%
CCN(CC)c1ccc([N+](=O)[O-])c2cccnc12
    i, 21%, 10%, 4%, 14%
NS(=O)(=O)c1ccc(NC(=O)COC(=O)Cn2cnc3ccccc3c2=O)cc1
    2.8%, -2%, -1%, nt, 1%
COCc1c(C(=O)NCCc2ccc(OC(F)F)cc2)oc2ccccc12
    7.1%, 16%, -9%, nt, 62%
CC(=O)c1c(C)[nH]c(C(=O)N2c3ccccc3CC2C)c1C (stereo unspecified)
    0.7%, -9%, 7%, nt, -7%
CCOc1ccc(NS(=O)(=O)c2ccc3[nH]cc(C(=O)NCC4CCCO4)c(=O)c3c2)cc1 (stereo unspecified)
    0.7%, -6%, -1%, -3%, nt
COc1ccc(C(=O)NC(=S)Nc2ccc(Cc3ccncc3)cc2)cc1
    3.4%, ?, 0%, -3%, ?
O=C(C1=NN[C@@H]2C(=O)N(Cc3ccccc3)C(=O)[C@H]12)c1ccc(F)cc1
    0.4%, 16%, nt, -6%, nt
COc1ccc(OCC2NCCc3cc(OC)c(OC)cc32)cc1 (stereo unspecified)
    0.0%, 2%, 5%, -1%, 6%
CC(C(=O)N1CCCCC1)N1C(=O)c2ccccc2C1=O (stereo unspecified)
    0.5%, -1%, -6%, 1%, 1%
O=C1c2nccnc2C(=O)N1Cc1ccccc1
    1.3%, nt, 1%, nt, nt
CN(C)Cc1c[nH]c2cc([N+](=O)[O-])ccc12
    0.2%, nt, -17%, nt, nt
O=C(COC(=O)c1nc(Cl)ccc1Cl)Nc1ccc(Cl)cn1
    2.1%, 6%, -3%, nt, 26%
CCOC(=O)c1c(C)[nH]c(C)c1C(=O)COC(=O)c1cc2ccccc2cc1OC
    10%, -4%, 9%, -1%, 12%
N#Cc1nc(-c2cccc(Cl)c2)oc1NCc1cccnc1
    i, 45%, -11%, 3%, 4%
COc1ccc(-c2[nH]ncc2CN2CCC(O)(c3ccc(Cl)cc3)CC2)cc1
    2.9%, -1%, -16%, -1%, 27%
CC1CC(C)CN(CCCNC(=O)C2CCN(c3ncnc4c3sc3cccc(F)c34)CC2)C1 (stereo unspecified)
    nt, 0%, nt, 10%, 46%
CCN(CC1CCCN(CCc2cccc(OC)c2)C1)C(=O)c1ccc(COC)o1 (stereo unspecified)
    1.9%, 13%, -2%, -4%, 23%
Cc1ccccc1CNC(=O)CCC(=O)N1CCOc2ccccc21
    1.0%, -4%, 1%, -6%, -22%
COc1ccc(CN2CC(C(=O)NCCCN3CCCC(C)C3)CC2=O)cc1 (stereo unspecified)
    0.1%, 4%, 4%, 3%, 0%
COc1ccc(NC(=O)CCNS(=O)(=O)c2ccc3c(c2)c(=O)n(C)c(=O)n3C)cc1
    3.2%, -3%, 7%, -9%, -4%
O=C(COC(=O)c1ccc(O)cc1O)NCCN1C(=O)CSC1=O
    1.1%, 4%, -11%, 12%, -2%
COc1ccc(-c2cc(=O)c3cc(O)ccc3o2)cc1
    0.6%, 5%, -9%, 4%, 13%
CCOC(=O)c1ccc(CSc2nnc(C)n2N)o1
    2.2%, -4%, -7%, -6%, 0%
COc1ccc(N=C(C)c2sc3ccccc3c2O)cc1
    i, 1%, -7%, -7%, 9%
Cc1nc2c(cnn2-c2ccccc2Cl)c(=O)n1-c1ccc(C(C)C)cc1
    4.3%, 12%, 1%, 3%, 48%
O=C(Nc1cccc(-c2cnc3ccccc3n2)c1)c1ccccc1
    5.0%, 4%, 5%, -2%, -8%
Cc1cccc(C(CC(=O)O)n2cccc2)c1 (stereo unspecified)
    i, 5%, -4%, -2%, -8%
Cc1ccc(C)c(SCC(=O)OC/C(O)=C(\C#N)c2nc3ccccc3[nH]2)c1
    ?, nt, -6%, nt, nt
COc1cccc(CNC(=O)CN2C(=O)COc3ccc(S(=O)(=O)N4CCCCC4)cc32)c1
    i, -6%, 13%, -14%, 1%
O=C(NCc1ccco1)/C(=C\C=C\c1ccccc1)NC(=O)c1ccccc1Br
    8.5%, 4%, 9%, -8%, 26%
CCC(=O)Nc1cccc(-c2cnc3ccccc3n2)c1
    2.5%, 4%, -1%, 1%, 10%
Brc1ccc(-c2noc(CCc3ccccc3)n2)cc1
    0.6%, 10%, -2%, 14%, 19%
COc1ccc(N2CCN(C(=O)COC(=O)c3c(-c4ccccc4)noc3C)CC2)cc1
    i, -2%, 3%, nt, 40%
Cc1ccc(S(=O)(=O)N2CCC(C(=O)NCCCn3ccnc3)CC2)cc1
    i, -2%, -7%, -8%, -4%
COc1ccc2c(c1)OC[C@H]1[C@H]2N2C(=O)CNC(=O)[C@@]2(C)[C@H]1c1ccccc1
    nt, 2%, nt, nt, 1%

Additional structures:
Values run as follows: inhibitors of VEEV, H37Rv inhibition, H1N1 NS1A inhibition, PhoP GFP inhibition, tuberculosis growth
CC1Cc2ccccc2N1C(=O)c1cnsn1 (stereo unspecified)
    1.0%, -4%, -1%, -1%, -1%
O=C(c1ccc(N2CCCC2=O)cc1)N1CCN(c2ccc(Cl)cc2)CC1
    i, -4%, -15%, -4%, -18%
CC1C/C(=C/c2ccccn2)C(=O)/C(=C/c2ccccn2)C1 (stereo unspecified)
    i, ?, -58%, -1%, ?
CN(C)/C=N/c1cc(=O)n(Cc2ccccc2)c(=O)n1C
    i, -6%, -2%, -7%, -2%
CCN(CC)c1ccc(S(=O)(=O)N2CCCCC2)cc1NC(=O)C1CSC2(C)CCC(=O)N12 (stereo unspecified)
    4.8%, -5%, 4%, nt, 49%
Cn1c(=O)n(C)c2cc(NC(=O)c3ccc(F)cc3)c(Br)cc21
    0.4%, 2%, -26%, 6%, -6%
